High-throughput results deposited in PubChem BioAssay by National Center for Advancing Translational Sciences (NCATS).
FLuc modulator – counter-screen for miR-21 project: firefly luciferase inhibitors or activators. Potency, µM (titrated, usually from 57.5 µM), for the others: at the top dose activity change, negative = inhibition, usual class: inhibitors. 6.9% of 360,000 active. AID 588342. purified FLuc, Km substrates, luminescence inhibition;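 further: potency means the concentration at half of the fitted maximal effect; plate controls were vehicle for no effect and reference inhibitor for full effect; nearly all actives have a fitted effect of over 55% in size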
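Purified P. pyralis luciferase (10nM final) with 10uM D-luciferin and 10uM ATP (Km levels) in 50mM Tris acetate pH 7.5, 10mM Mg acetate, 0.01% Tween-20, 0.05% BSA; qHTS 6-point titration, ~60 µM downward; luminescence read.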
Gal4-VP16 FLuc – Gal4-VP16 reporter inhibition counter-screen. Drosophila S2 Gal4-VP16 UAS-luciferase, luminescence, 20 h. Potency, µM (highest dose often 53.6 µM), inactives show at the top dose activity, negative = inhibition, usual class: inhibitors. 3.5% of 310,000 active. AID 2546;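 further: Gal4-VP16 expression switched on by copper sulfate through the metallothionein promoter; potency means the concentration at half of the fitted maximal effect; on the % scale 0 is the no-effect control and ±100 the full control effect; nearly all actives have a fitted effect of over 50% in size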
NPC1 prom act – activators of NPC1 promoter | Huh7 NPC1 promoter luciferase reporter, 24 h | Potency, µM (titrated, usually from 9.22 µM), inactives show top-dose activation, hits mostly activators | 2.4% of 320,000 active | AID 485313;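 further: potency means the concentration at half of the fitted maximal effect; % of control where 0% means no effect; nearly all actives have a fitted effect of over 60% in size; reporter is driven by a mutant NPC1 promoter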
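Luciferase expression driven by the NPC1 promoter was measured in stably transfected Huh7 cells after a 24 h compound incubation, using a luciferase reagent and a luminescence read.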
Menin MLL FP TR – displaces Texas Red mutant MLL peptide from human menin. O00255. Menin + Texas Red MLL mutant peptide, fluorescence polarization. Potency, µM (top dose mostly 61.6 µM), for the others: at the highest dose FP activity change, negative = inhibition, usual class: inhibitors. 0.23% of 270,000 active. AID 1768; active means well fitted inhibition curve with a large enough effect in the polarisation, with a control signal flat, not every such curve was filed as active; inconclusive means small, poorly fitted or top-dose-only effect, or effect the other way, or a change in a side signal; inactive means no such curve, though single readings can be large or run the other way; the % refers to the polarisation; further: potency means the concentration at half of the fitted maximal effect; % of control where 0% means no effect; many of its hits are not listed in these tables
Target sequence (O00255 whole entry, looked up): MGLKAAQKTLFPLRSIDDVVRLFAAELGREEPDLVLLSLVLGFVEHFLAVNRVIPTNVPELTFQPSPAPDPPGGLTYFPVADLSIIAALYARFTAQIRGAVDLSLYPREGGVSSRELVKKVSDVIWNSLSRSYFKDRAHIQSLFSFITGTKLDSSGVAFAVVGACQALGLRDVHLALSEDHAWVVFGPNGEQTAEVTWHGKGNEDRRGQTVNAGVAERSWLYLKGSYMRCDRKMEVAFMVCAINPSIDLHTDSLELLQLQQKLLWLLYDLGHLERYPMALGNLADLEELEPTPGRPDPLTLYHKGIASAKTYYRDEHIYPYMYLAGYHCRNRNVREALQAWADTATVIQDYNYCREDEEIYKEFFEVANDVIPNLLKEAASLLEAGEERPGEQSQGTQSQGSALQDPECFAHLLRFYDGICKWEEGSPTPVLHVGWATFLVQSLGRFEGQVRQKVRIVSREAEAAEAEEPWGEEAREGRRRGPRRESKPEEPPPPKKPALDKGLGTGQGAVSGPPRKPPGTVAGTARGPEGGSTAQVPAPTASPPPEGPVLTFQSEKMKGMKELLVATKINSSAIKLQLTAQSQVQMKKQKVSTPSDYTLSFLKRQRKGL
RORgamma inh – inhibitors of mouse ROR gamma transcriptional activity. P51450. Drosophila S2 Gal4-RORgamma UAS-luciferase reporter, 20 h. Potency, µM (series often up to 53.6 µM), for the others: top-dose activity change, negative = inhibition, hits mostly inhibitors. 5.4% of 310,000 active. AID 2551; further: potency means the concentration at half of the fitted maximal effect; on the % scale 0 is the no-effect control and ±100 the full control effect; nearly all actives have a fitted effect of over 60% in size
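ROR gamma transcriptional activity was tracked as Gal4-UAS luciferase output in stably transfected Drosophila Schneider cells, with compound added 1 hr before 700 uM copper sulfate induction and a 20 hr ambient-temperature incubation.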
PKM2 act – PKM2 (human) enzyme activation | P14618 | purified PKM2, Kinase-Glo ATP luminescence, activation; response scale: 0% is enzyme alone, no compound | Potency, µM (highest dose often 57.5 µM), for inactives: at the highest dose activation, usual class: activators | 0.34% of 260,000 active | AID 1631; further: potency means the concentration at half of the fitted maximal effect; on the % scale 0 is the no-effect control and ±100 the full control effect; nearly all actives have a fitted effect of over 55% in size
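ATP formation by purified human PK-M2, quantified via coupled luciferase luminescence after 1 h at room temperature with 0.1 mM ADP and 0.5 mM PEP final.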
BRCA1 expr act – BRCA1 expression activation; 1.1% of 380,000 active; MCF7-BRCA1-FFLuc reporter, luminescence, 48 h; response scale: scaled: vehicle 0%, 10 µM genistein 100%; Potency, µM (doses to about 46.1 µM), inactives show at the highest dose activation, hits mostly activators; further: potency means the concentration at half of the fitted maximal effect; nearly all actives have a fitted effect of over 80% in size; some results filed as inactive show a strong effect at the top dose
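MCF7 cells carrying a BRCA1-firefly luciferase reporter (2000 cells/well, phenol-red free MEM) were attached for 2 h at 37 °C, then given compounds for 48 h. Luminescence was read 15 min after luciferase reagent; activity normalized to genistein (10 microM) and DMSO.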
ELG1 genotoxic – inducers of genotoxicity in HEK293T ELG1-luciferase cells. HEK293T ELG1-luciferase reporter, luminescence, 16 h. Potency, µM (top dose mostly 46 µM), for the others: at the highest dose activity change, positive = activation, usual class: activators. 1.3% of 330,000 active. AID 504466; further: potency means the concentration at half of the fitted maximal effect; % of control where 0% means no effect; nearly all actives have a fitted effect of over 60% in size
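DMSO vehicle served as control against compound-treated ELG1-luciferase HEK293T cells; exposure lasted 16 hr at 37 °C and 5% CO2, followed by ONE-Glo luminescence detection after 30 min.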
Rab9 promoter act – Rab9 promoter activation; 2.8% of 320,000 active; AID 485297; Potency, µM (highest dose often 9.22 µM), for inactives: at the highest dose activation, negative = inhibition, usual class: activators; Huh7 Rab9 promoter-luciferase reporter, luminescence, 24 h; further: potency means the concentration at half of the fitted maximal effect; % of control where 0% means no effect; nearly all actives have a fitted effect of over 60% in size
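Cells were plated at 1500 per well in reduced-serum medium with 10% FBS and left 2 h. Compound in DMSO was then added for 24 h at 37 °C. Reporter signal was read by luminescence after 10 min with luciferase detection reagent.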
p53 reactivator – mutant p53 re-activation in reporter cells; 0.063% of 320,000 active; H1299 p53-A138V BP100-luciferase reporter, luminescence, 24 h; Potency, µM (highest dose often 92.2 µM), inactives show top-dose activity change, positive = activation, most hits filed as activators; further: potency means the concentration at half of the fitted maximal effect; % of control where 0% means no effect; nearly all actives have a fitted effect of over 45% in size
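H1299 (p53-null), stable ts p53-A138V + BP100-Luc; 1000 cells/well, Opti-MEM/10% FBS; cpd 4 pt, 1:5; 24 h, 37 deg C, 5% CO2; detection reagent 10 min RT; luminescence.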
Giardia killer – kills Giardia lamblia; activity change, % at 7.66 µM, hits read low; Giardia lamblia trophozoite viability; 0.15% of 340,000 active; in the data active means activity change below about -80%; inconclusive means between about -30% and that limit;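 further: parasites exposed to compound for two days anaerobically before the ATP read; on the % scale 0 is the no-effect control and ±100 the full control effect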
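Trophozoites 100 cells/well + cpd; 48 hrs, 37 deg C, anaerobic. ATPLite 1-Step added, 15-30 min RT, luminescence read (ATP-based viability).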
Starred values were filed as active, the others as inactive; ? = inconclusive; · = not tested or not shown; [ ] = dose if it differs, or a comment. Unless noted, the call rests on the fitted dose curve; in most records, active means well fitted curve in the direction sought with a large enough effect; inconclusive means small, poorly fitted or top-dose-only effect, or another doubt; inactive means no such curve, though single readings can be large; an effect the other way counts as inactive or inconclusive. An excerpt; count on the stated rates, not on these rows.

SMILES	FLuc modulator	Gal4-VP16 FLuc	NPC1 prom act	Menin MLL FP TR	RORgamma inh	PKM2 act	BRCA1 expr act	ELG1 genotoxic	Rab9 promoter act	p53 reactivator	Giardia killer
Cc1ccccc1C(=O)N1CCCN(C(=O)c2ccccc2C)CC1	1%	-5%	-3%	0%	15%	2%	2%	2%	-7%	-6%	17
CCc1ccc(C(C(=O)NC2CCCC2)N(Cc2cccnc2)C(=O)c2csnn2)cc1 (configuration not stated)	1%	-5%	-8%	-20%	12%	·	-22%	-1%	-2%	-6%	6
C/C(=N/NC(=O)c1cnccn1)c1cccs1	15µM*	?	2µM*	-2%	-37%	-24%	71%	?	?	?	2
CCOc1cccc(C2/C(=C(\O)c3ccc4c(c3)OCCO4)C(=O)C(=O)N2Cc2ccncc2)c1 (configuration not stated)	0%	-7%	1%	6%	-7%	-2%	3%	-2%	3%	6%	14
O=C(O)C(Cc1ccccc1)N1C(=O)CCC1=O (configuration not stated)	-3%	-2%	-3%	-4%	-3%	-33%	-3%	2%	1%	1%	-13
C=CCNc1nc(N)c([N+](=O)[O-])c(NCCO)n1	-1%	-4%	1%	·	5%	2%	27%	17%	1%	4%	-21
CCc1cccc(NC(=O)COC(=O)c2cc(=O)c3ccccc3o2)c1	-8%	·	-1%	·	·	·	-5%	4%	-11%	21%	-7
O=C(O)Cc1ccc2[nH]c3ccc(CC(=O)O)cc3c2c1	-1%	-1%	0%	?	-3%	0%	-41%	-1%	2%	8%	1
COC(=O)c1ccccc1Sc1c(/C=N/OC(=O)c2ccccc2)c(C(F)(F)F)nn1C	3%	1%	-3%	-5%	-6%	-2%	-19%	-6%	-5%	2%	-11
Cc1ccc(S(=O)(=O)Nc2ccc(C(=O)NCCCn3ccnc3)cc2)cc1[N+](=O)[O-]	-1%	·	-3%	·	·	·	-6%	2%	1%	?	-20
O=C(CN1CCN(Cc2ccccc2Cl)CC1)N/N=C/C=C/c1ccccc1[N+](=O)[O-]	3%	?	-2%	-3%	?	5%	-8%	-1%	-3%	2%	1
CCC(C)NC(=O)c1cn(-c2cccc(OC)c2)c(=O)c2ccccc12 (configuration not stated)	3%	2%	-1%	-18%	-41%	·	5%	0%	1%	3%	0
CCN(C(=O)c1cnc(OC)cc1C(F)(F)F)c1ccc(Cl)cc1Cl	0%	3%	-2%	·	?	2%	-6%	-7%	3%	2%	-1
COc1ccccc1OCC(=O)N/N=C1/SCC(=O)N1Cc1ccccc1	-15%	-11%	-3%	-15%	19%	-2%	-33%	-2%	-5%	0%	-14
O=CN1CCN(C2CC(=O)N(c3ccc(Br)cc3)C2=O)CC1 (configuration not stated)	3%	-7%	14%	11%	3%	-7%	4%	-7%	15%	-3%	-10
Cc1ccc(SCC(=O)NCCc2ccc(F)cc2)cc1	2%	5%	-4%	-13%	-14%	-13%	37%	13%	2%	?	4
CCOc1ccc(C(C)=O)cc1N1C(=O)C2C3C=CC(C3)C2C1=O (configuration not stated)	2%	5%	-3%	1%	-1%	10%	-2%	0%	0%	3%	9
O=C(O)c1nnn(-c2cccc(C(F)(F)F)c2)c1-c1ccccc1	0%	6%	3%	·	-8%	1%	-6%	0%	-4%	8%	18
Cc1ccc(S(=O)(=O)NCCC(=O)O)cc1	7%	5%	-2%	0%	1%	1%	-14%	3%	-3%	-4%	-10
CN(c1ccccc1C(=O)N1CCOCC1)S(C)(=O)=O	2%	-13%	·	-20%	-10%	4%	-16%	·	·	·	-5
COc1ccc(S(=O)(=O)N2CCN(CC(O)CN3CCOCC3)CC2)cc1 (configuration not stated)	4%	·	0%	·	·	·	-1%	-2%	0%	2%	-1
CCOC(=O)Nc1ccc2c(c1)N(C(=O)CN(CC)CC)c1ccccc1CC2	2%	5%	-5%	-2%	-9%	5%	-25%	0%	0%	2%	-14
CCOC(=O)c1cc(C(=O)NNC(=O)c2cccc([N+](=O)[O-])c2)c(C)nc1C	5%	·	-6%	·	·	·	-11%	0%	-1%	-3%	-7
COC(=O)C1=C(N)Oc2cc(C)n(CC3CCCO3)c(=O)c2C1c1ccccc1OC (configuration not stated)	-1%	-6%	2%	-6%	7%	1%	1%	0%	7%	14%	33[activator]
COc1ccc(C2=NNC(c3cccs3)=Nc3ccc(OC)cc32)cc1	15µM*	?	0%	?	35%	3%	14%	-4%	10%	14%	2
Cc1ccc(S(=O)(=O)N2CCC(C(=O)NCCc3ccccn3)CC2)cc1	-1%	-10%	1%	-4%	11%	0%	-8%	0%	1%	0%	?
Cc1ccc(C)c(NC(=O)CSc2nc(C)cs2)c1	3%	·	1%[1.84 µM]	·	·	·	5%	1%	-1%	8%	-11
O=C(C1CCN(S(=O)(=O)c2ccccc2F)CC1)N1CCc2ccccc21	-2%	·	-2%	·	·	·	1%	-5%	-3%	-5%	-1
O=c1[nH]c2ccccc2cc1-c1nnn(-c2ccc(F)cc2)n1	1.9µM*	3%	3.5µM*	-5%	-22%	1%	?	?	2.5µM*	7%	-25
CC(C)(C)C(=O)Nc1cc(NC(=O)C(C)(C)C)cc(C(=O)Nc2cc(C(=O)O)cc(C(=O)O)c2)c1	3%	-7%	0%	2%	6%	9%	-3%	0%	-3%	-8%	-1
CCOC(=O)c1ccc(NC(=S)N(CCN2CCCCCC2)Cc2ccco2)cc1	-2%	-13%	-5%	-3%	?	2%	-17%	-7%	-4%	-5%	-7
CC(=O)Nc1cccc(NC(=O)Nc2ccc(C(C)=O)cc2)c1	11µM*	0%	24%	-2%	-19%	-2%	88%	?	11%	?	-7
c1ccc(Cn2ccnc2-c2ccco2)cc1	21µM*	13%	14%	1%	-11%	-20%	?	?	10%	18%	-2
CC(C)C(=O)NC(C)C(c1cccs1)N1CCN(c2ccccc2)CC1 (configuration not stated)	2%	21%	1%	-14%	2%	9%	-21%	-2%	-4%	-8%	-3
Nc1nc(-c2cccc(F)c2)cs1	-9%	-11%	-1%	5%	0%	-7%	11µM*	2%	-1%	-4%	-9
CCOC(=O)c1c(NC(=O)Cn2cc([N+](=O)[O-])cn2)sc2c1CCC2	6%	-4%	-1%	13%	-2%	5%	-3%	1%	3%	-5%	16
COc1cc(/C=N/NC(=O)c2cc[n+]([O-])cc2)ccc1O	7%	4%	-8%	2%	-1%	2%	-5%	-5%	0%	2%	-9
Cc1nnc2n(C3CCCCC3)c(=O)c3c4c(sc3n12)CCC4	3%	-1%	-2%	-7%	-8%	-10%	·	6%	4%	-5%	·
O=C1c2cccnc2C(=O)N1Cc1ccc(S(=O)(=O)N2CCOc3ccc(Cl)cc32)cc1	3%	-4%	2%	·	4%	·	0%	-3%	0%	1%	-5
CCOC(=O)c1c(CN(C)C)n(-c2ccc(C)cc2)c2cc(Br)c(O)cc12	1%	-16%	-4%	-4%	37%	10%	-23%	1%	-3%	5%	-5
Cc1ccc(C)c(N(C(=O)CNC(=O)c2ccco2)C(C(=O)NC2CCCCC2)c2ccncc2)c1 (configuration not stated)	0%	-2%	-1%	?	-28%	-2%	1%	-1%	-9%	4%	-4
CCC(C)(C)NC(=O)C1CC(=O)N(CCc2ccc(F)cc2)C1 (configuration not stated)	3%	0%	-4%	-3%	-3%	0%	0%	0%	0%	·	5
Cc1nc2nc[nH]n2c(=O)c1NS(=O)(=O)c1ccc([N+](=O)[O-])cc1	0%	0%	-5%	9%	-2%	-8%	0%	1%	-6%	2%	-11
O=C(Nc1ccccc1N1CCOCC1)c1ccc(S(=O)(=O)NCc2ccco2)cc1	-6%	-1%	4%	2%	-10%	10%	2%	-2%	11%	-1%	?
CCC(C)c1ccc(S(=O)(=O)N2CCN(C(C)CC(=O)O)CC2)cc1 (configuration not stated)	3%	-4%	-3%	-3%	2%	-1%	-12%	-4%	-2%	-1%	2
CC1CN(C(=O)COC(=O)c2ccc(N(C)C)cc2)CC(C)O1 (configuration not stated)	-4%	4%	0%	-11%	-11%	-6%	-1%	0%	-1%	0%	-10
CCCn1c(C(C)Nc2nc(-c3ccc(C)cc3)cs2)nc2cc(Cl)c(N3CCCCC3)cc21 (configuration not stated)	0%	-10%	2%	3%	7.1µM*	1%	3%	0%	0%	·	6
O=S(=O)(NC1CCCCC1)c1ccc(Br)cc1	3%[2.3 µM]	6%	-2%	0%	0%	-7%	-27%	-4%	1%	5%	5
